Rab9 prom act: Rab9 promoter activation. 320,000 compounds, 2.8% hits. Potency, µM (titrated, usually from 9.22 µM), for the others: top-dose activation, negative = inhibition, hits mostly activators. Huh7 Rab9 promoter-luciferase reporter, luminescence, 24 h. AID 485297; further: % of control where 0% means no effect; nearly all actives have a fitted effect of over 60% in size
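Huh7 reporter line, Rab9 promoter upstream of luciferase. Compound exposure 24 h at 37 °C in reduced-serum medium with 10% FBS. Read-out: luminescence.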
MBNL1 CUG block: inhibitors of human MBNL1 binding to CUG repeat RNA; 280,000 compounds, 0.036% hits; TR-FRET MBNL1-His/biotin-(CUG)12 binding, 665/545 ratio; AID 2675; Potency, µM (highest dose often 57.5 µM), for inactives: at the top dose activity change, negative = inhibition, actives largely listed as inhibitors; active means well fitted inhibition curve with a large enough effect in the signal ratio, with a control signal flat, not every such curve was filed as active; inconclusive means small, poorly fitted or top-dose-only effect, or effect the other way, or a change in a side signal; inactive means no such curve, though single readings can be large or run the other way; the % refers to the signal ratio; further: on the % scale 0 is the no-effect control and ±100 the full control effect
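His-tagged MBNL1 binding to biotinylated (CUG)12 RNA was measured by TR-FRET using terbium anti-His antibody (0.055 ng/ul final) and streptavidin-XL665 (5 nM final). Compounds were titrated 92 nM to 58 uM; 60 min at room temperature.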
NPC1 prom act: activators of NPC1 promoter; 320,000 compounds, 2.4% hits; Huh7 NPC1 promoter luciferase reporter, 24 h; Potency, µM (top dose mostly 9.22 µM), for inactives: at the top dose activation, hits mostly activators; AID 485313;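 further: % of control where 0% means no effect; nearly all actives have a fitted effect of over 60% in size; reporter is driven by a mutant NPC1 promoter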
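Stably transfected Huh7 (NPC1 promoter→luciferase), 1500 cells/well in Opti-MEM + 10% FBS, 2 h settle, then compound 24 h at 37 °C. Luminescence after 10 min with Amplite reagent.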
BRCA1 expr up: BRCA1 expression activation | MCF7-BRCA1-FFLuc reporter, luminescence, 48 h; response scale: scaled: vehicle 0%, 10 µM genistein 100% | Potency, µM (highest dose often 46.1 µM), inactives show at the top dose activation, actives largely listed as activators | 380,000 compounds, 1.1% hits | AID 624202; further: nearly all actives have a fitted effect of over 80% in size; some results filed as inactive show a strong effect at the top dose
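48 h compound treatment of MCF7-BRCA1-FFLuc cells (phenol-red free MEM, 37 °C), then 15 min with luciferase substrate and luminescence imaging.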
ELG1 genotoxic: genotoxicity induction in ELG1-luciferase HEK293T cells; HEK293T ELG1-luciferase reporter, luminescence, 16 h; AID 504466; Potency, µM (doses to about 46 µM), for inactives: at the top dose activity change, positive = activation, usual class: activators; 330,000 compounds, 1.3% hits; further: % of control where 0% means no effect; nearly all actives have a fitted effect of over 60% in size
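Screening used a luciferase reporter fused to human ELG1 in HEK293T cells. Luminescence was read on a CCD plate imager after 16 hr exposure and 30 min ONE-Glo incubation.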
Gal4-VP16 FLuc: counter-screen for ROR gamma inhibitors: Gal4-VP16 reporter. Potency, µM (doses to about 53.6 µM), inactives show top-dose activity, negative = inhibition, actives largely listed as inhibitors. 310,000 compounds, 3.5% hits. Drosophila S2 Gal4-VP16 UAS-luciferase, luminescence, 20 h;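 further: Gal4-VP16 expression switched on by copper sulfate through the metallothionein promoter; on the % scale 0 is the no-effect control and ±100 the full control effect; nearly all actives have a fitted effect of over 50% in size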
RORg inh: inhibitors of mouse ROR gamma transcriptional activity. 310,000 compounds, 5.4% hits. Potency, µM (highest dose often 53.6 µM), for inactives: at the top dose activity change, negative = inhibition, usual class: inhibitors. Drosophila S2 Gal4-RORgamma UAS-luciferase reporter, 20 h. P51450; further: on the % scale 0 is the no-effect control and ±100 the full control effect; nearly all actives have a fitted effect of over 60% in size
Target sequence (P51450 whole entry, looked up, the tested form may be a part): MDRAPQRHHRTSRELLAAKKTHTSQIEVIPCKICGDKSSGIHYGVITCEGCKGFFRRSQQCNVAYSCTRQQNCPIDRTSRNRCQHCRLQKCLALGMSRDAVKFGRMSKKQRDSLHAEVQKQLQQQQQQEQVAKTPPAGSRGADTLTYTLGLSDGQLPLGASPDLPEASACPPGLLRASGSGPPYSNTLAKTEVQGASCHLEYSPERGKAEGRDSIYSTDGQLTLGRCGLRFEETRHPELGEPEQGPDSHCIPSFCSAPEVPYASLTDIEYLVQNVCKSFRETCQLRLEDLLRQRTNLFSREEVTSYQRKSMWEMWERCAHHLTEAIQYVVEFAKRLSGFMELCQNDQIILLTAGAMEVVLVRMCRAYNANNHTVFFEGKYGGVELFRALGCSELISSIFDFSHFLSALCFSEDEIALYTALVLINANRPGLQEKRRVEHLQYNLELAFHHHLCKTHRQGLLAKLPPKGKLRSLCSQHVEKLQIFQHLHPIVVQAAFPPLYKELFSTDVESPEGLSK
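Schneider cells (Drosophila), stable Gal4 DBD–ROR gamma + UAS-luc; 1 hr cmpd preincubation; Cu2+ induction 700 uM final; 20 hr ambient; luminescence.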
p53 reactivation: re-activators of mutant p53; AID 504706; H1299 p53-A138V BP100-luciferase reporter, luminescence, 24 h; Potency, µM (titrated, usually from 92.2 µM), for inactives: at the highest dose activity change, positive = activation, most hits filed as activators; 320,000 compounds, 0.063% hits; further: % of control where 0% means no effect; nearly all actives have a fitted effect of over 45% in size
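H1299 (p53-null), stable ts p53-A138V + BP100-Luc; 1000 cells/well, Opti-MEM/10% FBS; cpd 4 pt, 1:5; 24 h, 37 deg C, 5% CO2; detection reagent 10 min RT; luminescence.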
FLuc modulator: firefly luciferase modulation, counter-screen for miR-21 project. 360,000 compounds, 6.9% hits. AID 588342. Potency, µM (titrated, usually from 57.5 µM), inactives show at the highest dose activity change, negative = inhibition, most hits filed as inhibitors. purified FLuc, Km substrates, luminescence inhibition;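 further: plate controls were vehicle for no effect and reference inhibitor for full effect; nearly all actives have a fitted effect of over 55% in size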
Target sequence (P08659 whole entry, looked up): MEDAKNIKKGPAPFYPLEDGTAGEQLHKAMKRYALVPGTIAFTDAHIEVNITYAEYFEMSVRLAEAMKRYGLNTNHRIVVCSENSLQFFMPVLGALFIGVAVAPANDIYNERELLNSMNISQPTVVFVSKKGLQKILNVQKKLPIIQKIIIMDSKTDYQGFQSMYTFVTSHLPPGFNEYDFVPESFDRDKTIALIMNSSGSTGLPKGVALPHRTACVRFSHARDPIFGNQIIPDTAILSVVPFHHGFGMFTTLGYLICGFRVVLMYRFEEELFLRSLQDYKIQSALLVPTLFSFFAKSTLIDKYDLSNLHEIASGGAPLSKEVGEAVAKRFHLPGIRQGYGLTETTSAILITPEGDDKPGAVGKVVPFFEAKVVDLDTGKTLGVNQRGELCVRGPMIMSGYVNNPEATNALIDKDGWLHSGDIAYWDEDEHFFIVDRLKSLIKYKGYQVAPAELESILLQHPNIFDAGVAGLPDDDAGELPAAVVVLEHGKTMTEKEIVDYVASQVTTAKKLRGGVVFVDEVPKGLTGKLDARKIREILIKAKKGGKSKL
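Biochemical qHTS of compounds, final roughly 60 µM downward over six points, against 10 nM purified firefly luciferase using Km concentrations of substrates (10 uM D-luciferin, 10 uM ATP) in Tris acetate pH 7.5 buffer; luminescence output.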
uPA generation: cell surface uPA generation inhibition; Potency, µM (top dose mostly 38.3 µM), for the others: top-dose activity change, negative = inhibition, most hits filed as inhibitors; 330,000 compounds, 0.31% hits; cell surface uPA generation assay, qHTS; AID 540303; active means well fitted inhibition curve with a large enough effect; inconclusive means small, poorly fitted or top-dose-only effect; inactive means no such curve, though single readings can be large or run the other way; tested in mouse RAW 264.7 cells; further: on the % scale 0 is the no-effect control and ±100 the full control effect; nearly all actives have a fitted effect of over 55% in size
* marks the source's active call; other numbers are inactive results; u = inconclusive; x = not tested or not shown; & = joins results of further samples; [ ] = another dose, or the depositor's remark. Unless noted, the call rests on the fitted dose curve; in most records, active means well fitted curve in the direction sought with a large enough effect; inconclusive means small, poorly fitted or top-dose-only effect, or another doubt; inactive means no such curve, though single readings can be large; an effect the other way counts as inactive or inconclusive. Potency means the concentration at half of the fitted maximal effect.

SMILES	Rab9 prom act	MBNL1 CUG block	NPC1 prom act	BRCA1 expr up	ELG1 genotoxic	Gal4-VP16 FLuc	RORg inh	p53 reactivation	FLuc modulator	uPA generation
Cc1cc(=O)oc(C)c1C(=O)N1CCN(c2ccc(F)cc2)CC1	-1%	-2%	-1%	-15%	0%	0%	-4%	3%	-1%	9%
CN(C)c1ccc(/C=C/C(=O)c2c(O)c3ccccc3oc2=O)cc1	u	18%	24%	0%	10%	-20%	-2%	11%	21µM*	-7%
Cc1ccsc1C(=O)N1CCC(N2CCC(C(=O)NCC3CCCO3)CC2)CC1 (stereo not given)	-1%	15%	-5%	6%	0%	-2%	4%	1%	1%	-2%
CCN(CC)S(=O)(=O)c1ccc(N2CCCC2)c(NC(=O)Cc2ccc(OC)cc2)c1	1%	2%	-4%	-10%	-11%	-9%	29%	-3%	3%	-3%
CCOc1ccc(C(=O)NCc2ccncc2)cc1	8%	3%	2%	1%	-3%	-4%	21%	5%	0%	-6%
Cc1oc(-c2cccc(Cl)c2)nc1CN1CCCC(C(=O)NCc2ccco2)C1 (stereo not given)	-4%	5%	-1%	-3%	-7%	15%	16%	-9%	2%	-1%
Cc1ccc(C(=O)Nc2ccc(Br)c(C(F)(F)F)c2)cc1	u	0%	u	u	-1%	u	43%	28%	13µM*	-6%
COCCNC(=S)N(CCO)Cc1cc2cc3c(cc2[nH]c1=O)OCO3	0%[1.84 µM]	-5%	-1%	-25%	3%	-1%	-2%	1%	2%	1%
Cc1cc(C)n2c3c(c(C#N)c2n1)CCCC3	-2%	16%	1%	0%	-3%	11%	-5%	6%	0%	-4%
CCC(=O)NC(=S)Nc1ccc(NC(=O)COc2ccc(Cl)c(C)c2)cc1	-9%	x	0%	2%	-4%	-12%	4%[10 µM]	-1%	2%	2%
OCc1nc2ccccc2n1CCCOc1ccccc1	u	-1%	u	58%	u	x	9%[0.365 µM]	u	11µM*	u
O=C(NCc1cccnc1)c1ccc(N2CCOCC2)c([N+](=O)[O-])c1	-6%[1.84 µM]	u	0%	-20%	-3%	-3%[10 µM]	-7%	2%	0%	-8%
CC(=O)NC1C(=O)N(CC(C)C)c2ccccc21 (stereo not given)	5%	-3%	2%	-4%[1.84 µM]	3%	3%	15%	-1%	10%	-4%
O=c1[nH]c2cc(Cl)ccc2c(O)c1-c1cccc(Oc2ccccc2)c1	x	x	x	-2%	x	-7%&-10%	8%&-15%	x	x	-2%
Oc1c(Cl)cc(Cl)cc1CNn1cnnc1	-9%	1%	4%	-2%	2%	-1%	4%	-2%	-1%	4%
CCc1nnc(NC(=O)c2ccc(S(=O)(=O)N3CCOCC3)cc2)s1	2%	-2%	4%	1%	0%	8%	34%	5%	3%	4%
CCOc1[nH]n(-c2ccc(Cl)cc2)c(=O)c1C=Nc1ccc(C)cc1	3%	-14%	-10%	x	0%	-2%	-19%	-24%	4%	x
COCCn1c(SCC(=O)Nc2sccc2C(N)=O)nc2cc(Cl)ccc2c1=O	-6%	-5%	2%	-44%	0%	u	-20%	-7%	-19%	-6%
CN(C)c1nc(N)c([N+](=O)[O-])c(NCc2ccccc2)n1	-4%	7%	-6%	-15%	u	-6%	-11%	5%	1%	-9%
CCc1sc(C(=O)N2CCN(c3ncccn3)CC2)cc1Br	12%	-3%	3%	1%	-3%	0%	2%	-9%	0%	4%
O=C(Nc1ccccn1)C12CC3CC(C1)CC(C(=O)Nc1ccccn1)(C3)C2	1%	1%	2%	-38%	-14%	-11%	5%	-8%	-1%	-3%
Cn1cnnc1SCC(=O)Nc1ccc2nc(SCc3ccccc3)sc2c1	u	8%	3.5µM*	u	u	-6%	28%	-13%	11µM*	-7%
Cc1ccc(S(=O)(=O)N2CC=C(C(=O)NC3CC3)CC2)cc1	0%	11%	4%	-3%	1%	6%	-5%	0%	-2%	7%
COCCCNC(=O)c1ccc(NC(C)=O)cc1	-3%	-7%	-2%	-9%	1%	8%	-1%	0%	1%	-6%
CCc1cccc2c(C(=O)CN3C(=O)NC4(CCCCCC4)C3=O)c[nH]c12	-10%	x	-9%	-76%	7%	x	x	-1%	-16%	-9%

Looked up by structure from the list above (six):
SMILES	Rab9 prom act	MBNL1 CUG block	NPC1 prom act	BRCA1 expr up	ELG1 genotoxic	Gal4-VP16 FLuc	RORg inh	p53 reactivation	FLuc modulator	uPA generation
O=c1[nH]c2cc(Cl)ccc2c(O)c1-c1cccc(Oc2ccccc2)c1	x	x	x	-2%	x	-7%&-10%	8%&-15%	x	x	-2%
Cn1cnnc1SCC(=O)Nc1ccc2nc(SCc3ccccc3)sc2c1	u	8%	3.5µM*	u	u	-6%	28%	-13%	11µM*	-7%
COCCCNC(=O)c1ccc(NC(C)=O)cc1	-3%	-7%	-2%	-9%	1%	8%	-1%	0%	1%	-6%
OCc1nc2ccccc2n1CCCOc1ccccc1	u	-1%	u	58%	u	x	9%[0.365 µM]	u	11µM*	u
CCC(=O)NC(=S)Nc1ccc(NC(=O)COc2ccc(Cl)c(C)c2)cc1	-9%	x	0%	2%	-4%	-12%	4%[10 µM]	-1%	2%	2%
CCc1nnc(NC(=O)c2ccc(S(=O)(=O)N3CCOCC3)cc2)s1	2%	-2%	4%	1%	0%	8%	34%	5%	3%	4%

Next section
SMILES	Rab9 prom act	MBNL1 CUG block	NPC1 prom act	BRCA1 expr up	ELG1 genotoxic	Gal4-VP16 FLuc	RORg inh	p53 reactivation	FLuc modulator	uPA generation
CCCNC(=O)NC(=O)COC(=O)c1oc2ccc(OCC)cc2c1C	13%	5%	11%	23%	6%	-4%	-26%	1%	3%	2%
CC1=C(C(=O)NC2CC(C)(C)Cc3c2cnn3-c2ccc(C)cc2)OCCO1 (stereo not given)	2%	2%	-5%	-26%	-2%	-5%	32%	-6%	5%	-1%
COc1ccc(S(=O)(=O)N2CCC(C(N)=O)CC2)cc1C(=O)N1CCCCCC1	-1%	-3%	2%	-9%	0%	-10%	2%	8%	2%	0%
CCOc1ccccc1NC(=O)c1ccc([N+](=O)[O-])cc1	-1%	u	5%	x	-1%	0%	-3%	2%	-2%	x
COC(=O)c1cc(C(=O)Nc2nnc(C3CC3)s2)cc([N+](=O)[O-])c1	6%	u	9%	-12%	0%	-17%	-14%	-8%	4%	-1%
O=C(Nc1ccc2c(c1)OCO2)C1COc2ccccc2O1 (stereo not given)	2.8µM*	-10%	u	-2%	u	-2%	15%	11%	17µM*	-5%
Cc1ccc(C(=O)NCC(=O)OCC(=O)c2ccc3c(c2)NC(=O)CO3)cc1	16%	23%	0%	1%	0%	2%	3%	4%	-13%	5%
O=C1CSC(=S)N1c1ccc(O)cc1	-5%	1%	1%	-47%	0%	u	13µM*	u	-2%	u
Cc1cccc(N=Nc2cnc(N)s2)c1	3.2µM*	x	3.2µM*	49%	u	2%	-25%	10%	6µM*	-4%
CC(=O)Oc1ccc(Cn2cnc3cc4ccccc4cc32)cc1	2%	u	-4%	5%	2%	-23%	22%	4%	u	-2%
N#Cc1c(-c2ccccc2Cl)cc(C2CC2)nc1N	-6%	16%	5%	-19%	6%	3%	-2%	-1%	4%	-5%
Cc1ccc2c(=O)c(C(=O)NCc3cccs3)c[nH]c2c1	u	20%	17%	11µM*	16%	0%	44%	22%	17µM*	-4%
CC(C)Cn1c(-c2cccnc2)nc2c1c(=O)[nH]c(=O)n2CC(C)C	-2%	-1%	-1%	-17%	0%	-4%	-7%	-1%	-2%	-5%
CN(CC(=O)Nc1cccc(F)c1)C(=O)CC1CCCCC1	-3%	x	-4%	-11%	-1%	x	x	2%	-1%	0%
CCCN(C(=O)C1CCN(S(=O)(=O)c2ccc(OC)c(OC)c2)CC1)C1CCS(=O)(=O)C1 (stereo not given)	-12%	x	-2%	-2%	1%	x	x	6%	0%	0%
O=C(c1ccccc1)N1CCN(C(=O)c2cc3nc(-c4ccccc4)cc(C(F)(F)F)n3n2)CC1	-4%	u	-9%	-13%	-26%	-9%	u	-12%	1%	-1%
CCCc1c(C)c(C#N)c2nc3ccccc3n2c1NCCCN1CCOCC1	4%	-6%	-8%	-1%	-2%	-4%	-11%	-2%	2%	2%
CCOc1ccc(NC(=O)CSc2nc3c([nH]c4ccccc43)c(=O)n2C)cc1	-1%	-3%	11%	-1%	2%	-9%	-2%	3%	-1%	9%
COc1ccc(NC(=O)C2CCCCN2N)cc1OCC(C)C (stereo not given)	4%	0%	8%	33%	12%	-25%	-9%	14%	u	-10%
CCOC(=O)C(Cc1ccc(OC)c([N+](=O)[O-])c1)NC(=O)CCC(=O)Nc1ccc(OC)cc1 (stereo not given)	0%	21%	1%	10%	0%	-5%	19%	-3%	-2%	-6%

Screening results as filed in PubChem BioAssay.
